Keap1-Nrf2 PPI: disrupts human Keap1 binding to Nrf2 peptide; Q14145; 0.15% of 340,000 active; inhibition, % at 9.4 µM; Keap1 Kelch-Nrf2 peptide fluorescence polarization, 1536-well; in the data active = inhibition above about 12%;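 also: human Keap1 Kelch domain with fluorescein labeled Nrf2 9mer peptide probe; 0% = neutral control wells and 100% = peptide positive control; higher means more block of Keap1 binding to Nrf2 peptide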
C-LANA FP: inhibitors of KSHV LANA C-terminal domain DNA binding; inhibition, % at 9 µM; 0.078% of 340,000 active; MBP-C-LANA/FAM-LBS DNA binding, fluorescence polarization;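 active = highest replicate inhibition at or above 60% at 9 µM, even if other replicates fall short; inactive = all replicates below 60% inhibition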;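 also: 0% = neutral control wells and 100% = 4 µM acridine orange control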
CAL PDZ FP: inhibitors of human CAL PDZ peptide binding; purified CAL PDZ, TMR-peptide fluorescence polarization, 1 h; inhibition, % at 24.9 µM; 0.92% of 300,000 active;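 active = mean inhibition of at least 30% with at least half of replicates also reaching 30%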;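 also: 0% = DMSO neutral control and 100% = excess unlabeled competitor peptide PRC23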
HTR5A inv ctr: inverse agonist of human HTR5A in OPRM1-OPRD1 counter-screen; P47898; HTR5A cell line, luminescence, inverse agonism; inhibition, % at 9.3 µM; 0.083% of 340,000 active; in the data active = inhibition mostly above about 23%, no sharp cut-off; inactive = mostly below about 18%;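 also: 0% = cells with DMSO and 100% = no-cell wells with DMSO; some compounds called inactive have numbers as strong as hits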
Cardiac RTF inh: cardiac RTF calcium desensitization; P19429+P45379; AID 493244; inhibition, % at 7.15 µM; 0.12% of 340,000 active; IANBD-labeled cardiac RTF, Ca2+ fluorescence;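 active = inhibition above the mean inhibition of all tested compounds plus 3 SD, cut at about 17% in these data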;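 also: assay run at fixed EC70 calcium of 1.6 mM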
OPRM1-OPRD1 inv: inverse agonist of human OPRM1-OPRD1 heterodimerization; P35372+P41143; 0.21% of 340,000 active; cell-based MOR-DOR heterodimer luminescence, inverse agonism; inhibition, % at 9.3 µM; in the data active = inhibition above about 22%, passing the limit was not always enough;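 also: 0% = cells with DMSO and 100% = wells without cells with DMSO; values of inactives mirror those of a sister screen read the other way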
Target sequence (P35372 whole entry, looked up): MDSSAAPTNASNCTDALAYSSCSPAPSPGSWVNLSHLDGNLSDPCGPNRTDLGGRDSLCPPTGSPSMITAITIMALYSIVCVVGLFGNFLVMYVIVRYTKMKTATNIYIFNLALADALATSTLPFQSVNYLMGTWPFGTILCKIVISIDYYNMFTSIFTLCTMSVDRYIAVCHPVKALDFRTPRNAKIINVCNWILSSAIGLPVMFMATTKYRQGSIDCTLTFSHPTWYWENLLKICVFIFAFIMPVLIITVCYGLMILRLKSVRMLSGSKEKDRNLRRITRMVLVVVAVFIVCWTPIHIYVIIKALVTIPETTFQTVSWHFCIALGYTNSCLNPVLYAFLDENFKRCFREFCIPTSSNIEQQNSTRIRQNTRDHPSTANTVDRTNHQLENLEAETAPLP
Target sequence (P41143 whole entry, looked up): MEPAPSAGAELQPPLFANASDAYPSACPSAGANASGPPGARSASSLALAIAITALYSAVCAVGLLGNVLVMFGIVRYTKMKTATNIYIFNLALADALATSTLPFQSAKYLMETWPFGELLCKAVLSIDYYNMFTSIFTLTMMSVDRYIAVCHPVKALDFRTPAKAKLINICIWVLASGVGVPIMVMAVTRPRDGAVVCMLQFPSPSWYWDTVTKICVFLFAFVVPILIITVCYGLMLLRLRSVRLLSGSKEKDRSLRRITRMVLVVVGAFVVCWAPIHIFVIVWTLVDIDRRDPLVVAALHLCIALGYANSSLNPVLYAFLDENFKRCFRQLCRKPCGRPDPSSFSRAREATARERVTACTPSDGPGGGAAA
V-ATPase pH: regulators of yeast V-ATPase proton transport. response, % at 10 µM. S. cerevisiae, pHLuorin cytosolic pH fluorescence. 0.37% of 350,000 active. AID 504577; in the data active = response mostly above about 7.3%, no sharp cut-off; inactive = mostly below about 5.4%; also: actives read high; inactives centre near 0; some compounds called inactive have numbers as strong as hits; reference of the scale not given here
HTR5A ag ctr: activates human HTR5A in OPRM1-OPRD1 agonist counter-screen; P47898; HTR5A agonist assay, luminescence, cell-based; activation, % at 9.3 µM; 0.61% of 340,000 active; AID 504692; in the data active = activation mostly above about 9.5%, no sharp cut-off; inactive = mostly below about 7.6%;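 also: 0% = cells with vehicle only and 100% = reference agonist; strong numbers were not always called active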
OPRM1-OPRD1 ag: OPRM1-OPRD1 heterodimerization agonism; cells, luminescence; activation, % at 9.3 µM; 0.3% of 340,000 active; in the data active = activation above about 18%;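 also: 0% = vehicle-treated cells and 100% = reference agonist; values of inactives mirror those of a sister screen read the other way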
RTF Ca sens act: cardiac RTF calcium sensitization | IANBD-labeled TnC RTF fluorescence at EC20 calcium; 0% EC20 calcium, 100% full calcium | activation, % at 7.2 µM | 0.24% of 340,000 active | AID 493008;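 active = activation above the mean over all tested compounds plus 3 SD, cut at about 30% in these data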;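 also: rise in fluorescence read as greater calcium sensitivity of cardiac thin filaments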
* marks the source's active call; other numbers are inactive results; . = not tested or not shown. Rows were taken by chance. Share with any hit: about 2.8%.

SMILES | Keap1-Nrf2 PPI | C-LANA FP | CAL PDZ FP | HTR5A inv ctr | Cardiac RTF inh | OPRM1-OPRD1 inv | V-ATPase pH | HTR5A ag ctr | OPRM1-OPRD1 ag | RTF Ca sens act
CN(C)C1=NCCN1CC1CCCCC1 | -2 | -3.1 | 1 | -1 | -14 | -8 | -3 | 0 | 1.4 | -2
Cc1occc(=O)c1OC(=O)Nc1ccccc1 | -1 | -0.9 | -3 | 4 | -10 | -2 | 1 | -2 | 0.4 | -4
CCOC(=O)N1CCC(NC(=O)C2CCN(C(=O)N3CC(C)Oc4ccc(C)cc43)CC2)CC1 (stereo not drawn) | 3 | 0.4 | -3 | -3 | -8 | 11 | -1 | 1 | -1.9 | -4
COc1ccc(N(CC(=O)NCc2ccc3c(c2)OCO3)S(C)(=O)=O)cc1OC | 4 | -0.1 | 2 | -16 | 0 | 11 | 4 | -1 | -1.9 | 0
O=S(=O)(c1ccccc1)N1CCN(Cc2cccc(Cl)c2)CC1 | 0 | -0.5 | . | 1 | 7 | 9 | 4 | 0 | -1.7 | -5
COc1ccc2nc(NC(=O)CSc3nnnn3C)sc2c1 | -3 | 0.0 | . | 15 | -15 | -2 | -1 | 8 | 0.3 | 6
COc1ccc([C@H]2CC(=O)C=C(c3ccc4c(c3)OCO4)C2)cc1 | -5 | -0.4 | -1 | 16 | -3 | 20 | -3 | 6 | -3.5 | -3
Cc1cc(=O)[nH]c(/N=C(\N)Nc2cccc3ccccc23)n1 | -1 | -0.3 | -1 | -17 | -4 | 6 | -2 | 4 | -1.1 | 5
CC(=O)Nc1ccc(S(=O)(=O)NCC2CCC(C(=O)NC3CCCCCC3)CC2)cc1 (stereo not drawn) | -3 | 3.8 | 2 | 6 | 14 | 14 | 1 | -2 | -2.5 | -12
CN(C)C(=O)NC1c2ccccc2-c2ccccc21 | -3 | -1.3 | 5 | 4 | -14 | 8 | 3 | -1 | -1.7 | -3
COCCNC(=O)c1cc2c(=O)n3cccc(C)c3nc2n(Cc2ccncc2)c1=N | -4 | -1.9 | 0 | 1 | -8 | 5 | -72 | 0 | -0.9 | 4
C(CCc1nn[nH]n1)CCC1CCCCC1 | 1 | 2.1 | 1 | 4 | -9 | 1 | -2 | -1 | -0.1 | -7
Cc1cc(OCC(=O)Nc2ccccc2C)no1 | -2 | -0.2 | -7 | 19 | -6 | 11 | -2 | -2 | -2.8 | 1
CC(C)(C)OC(=O)C[C@@H]1C/C=C\C[C@@H](CC(=O)N[C@H](CO)Cc2ccccc2)C(=O)N2CCC[C@@H]2COC1=O | -4 | 1.8 | -4 | 2 | -6 | 18 | -1 | 16* | -3.1 | 2
O=C(Nc1ncc(Cc2ccc(SC(F)F)cc2)s1)c1ccc(OC(F)F)cc1 | 5 | 2.2 | -3 | -42 | 13 | -98 | 5 | 1 | 19* | -5
O=c1nc2n(c3cccc(Cl)c13)CCCCC2 | 1 | -0.7 | -3 | 3 | 6 | 15 | -2 | 0 | -2.8 | -3
OC1(c2cccs2)CN(c2ccc(Cl)cc2)C2=[N+]1CCCC2 (stereo not drawn) | -3 | 1.0 | -8 | 9 | -17 | 18 | 2 | -4 | -4.0 | 4
CCSc1nc(-c2ccco2)ccc1C#N | -5 | -0.1 | -4 | -12 | -9 | -23 | -5 | 3 | 3.7 | 4
CCNC(=S)N1CCC(NC(=O)C2CCCCC2)CC1 | -4 | 0.7 | -4 | 3 | -6 | 14 | 1 | -1 | -2.7 | -1
Cc1cc(NC(=O)CCC(=O)N(CC(=O)NCC2CCCO2)c2cccc(C)c2C)no1 (stereo not drawn) | -1 | -1.3 | -2 | -12 | 3 | 11 | 5 | 4 | -2.0 | -7
N=C1S/C(=C\c2cn[nH]c2-c2ccc(F)cc2)C(=O)N1c1ccccc1F | -2 | 1.8 | 0 | 0 | -3 | 1 | 3 | 0 | -0.2 | -2
COc1ccccc1CNCC(=O)N1CC(=O)Nc2ccccc21 | 1 | -0.7 | -3 | -6 | -2 | 5 | 4 | -3 | -1.0 | -4
Cc1cc(C)cc(NC(=O)C2CC(=O)n3ncnc3N2)c1 (stereo not drawn) | 4 | 0.1 | 5 | -7 | -10 | 10 | 3 | -3 | -2.0 | 0
O=C(Nc1ccc(Cl)c(Cl)c1)Nc1nnc(-c2ccncc2)s1 | -1 | 1.6 | 4 | 2 | 0 | 13 | -2 | -1 | -2.1 | -6
CCOC(=O)C1CCCN(C2CC(=O)N(c3cccc(C)c3)C2=O)C1 (stereo not drawn) | 2 | -0.6 | 0 | -29 | -2 | 13 | -1 | -3 | -2.3 | -6
O=C(Nc1cccc(S(=O)(=O)N2CCOCC2)c1)c1cc2c(s1)CCC2 | -3 | -0.9 | 2 | 1 | 0 | 17 | 0 | 0 | -3.8 | -1
COc1cc(C(=O)Nc2cnc(NC(=O)C(C)C)cc2C)cc(OC)c1OC | 2 | 0.3 | -1 | -10 | 1 | 6 | 7 | 2 | -1.0 | 5
COc1cccc(/C=C/C(=O)c2ccc[nH]2)c1 | 3 | -1.3 | -1 | 20 | -19 | -6 | 1 | -2 | 0.9 | -2
Cc1cc(S(=O)(=O)N2CCCC2)c(C)s1 | -3 | 0.0 | -1 | -11 | -4 | 16 | 2 | -1 | -3.4 | 2
CCc1ccc(Nc2nnc(SCc3cc(=O)n4ccsc4n3)s2)cc1 | -6 | -1.9 | 0 | 0 | 7 | -9 | -1 | 0 | 1.7 | -4
C=CCN(c1ccc(C(=O)N2CCCC2)cc1)S(C)(=O)=O | 0 | 2.3 | -4 | 17 | 1 | 6 | -1 | 10 | -1.0 | -1
COc1cc(-c2nnc3n(CCc4ccccc4)c(=O)c4ccccc4n23)cc(OC)c1OC | -4 | -2.6 | 0 | -30 | -6 | 13 | -1 | 0 | -2.6 | -9
CCCCCCCOC(=O)c1ccc(OC(=O)c2cccnc2)cc1 | -1 | -0.2 | -1 | 6 | -3 | 0 | -1 | 0 | 0.0 | 10
CS(=O)(=O)c1ccccc1-c1nnc(NC(=O)c2ccc3ncsc3c2)o1 | -4 | -0.1 | 0 | -15 | -19 | 7 | -5 | 0 | -1.1 | 12
Cc1onc(-c2ccccc2)c1CNS(=O)(=O)c1cccc(Br)c1 | 1 | 0.1 | 5 | -23 | 4 | 8 | -3 | 9 | -1.6 | 3
COc1ccc(/C=C2/CCC(CN3CCOCC3)C2=O)cc1 (stereo not drawn) | -13 | 0.1 | -3 | 9 | -9 | 23 | -2 | -2 | -5.2 | 0
CCn1ncc(C(=O)Nc2ccccc2C)c1C | -1 | -0.4 | -1 | 25 | -4 | 13 | 3 | 5 | -2.4 | -2
O=C(CNCc1ccccn1)Nc1cc(C(F)(F)F)ccc1N1CCOCC1 | -3 | -1.0 | 0 | -11 | 3 | -3 | -4 | 4 | 0.5 | 1
COc1ccc(-c2csc(NC(=O)CSc3n[nH]c(N)n3)n2)cc1 | -4 | -2.5 | -1 | -6 | 9 | 7 | -3 | 2 | -1.6 | 0
COCCCn1c(CCC(=O)O)ccc1-c1ccc(F)cc1 | -3 | 1.6 | -4 | 5 | -12 | 9 | 3 | 1 | -2.0 | -2

Ten of the compounds above, with values under each structure.
Each structure is followed by: Keap1-Nrf2 PPI, C-LANA FP, CAL PDZ FP, HTR5A inv ctr, Cardiac RTF inh, OPRM1-OPRD1 inv, V-ATPase pH, HTR5A ag ctr, OPRM1-OPRD1 ag, RTF Ca sens act
C=CCN(c1ccc(C(=O)N2CCCC2)cc1)S(C)(=O)=O
  0, 2.3, -4, 17, 1, 6, -1, 10, -1.0, -1
COc1cc(-c2nnc3n(CCc4ccccc4)c(=O)c4ccccc4n23)cc(OC)c1OC
  -4, -2.6, 0, -30, -6, 13, -1, 0, -2.6, -9
CCCCCCCOC(=O)c1ccc(OC(=O)c2cccnc2)cc1
  -1, -0.2, -1, 6, -3, 0, -1, 0, 0.0, 10
CS(=O)(=O)c1ccccc1-c1nnc(NC(=O)c2ccc3ncsc3c2)o1
  -4, -0.1, 0, -15, -19, 7, -5, 0, -1.1, 12
Cc1onc(-c2ccccc2)c1CNS(=O)(=O)c1cccc(Br)c1
  1, 0.1, 5, -23, 4, 8, -3, 9, -1.6, 3
COc1ccc(/C=C2/CCC(CN3CCOCC3)C2=O)cc1 (stereo not drawn)
  -13, 0.1, -3, 9, -9, 23, -2, -2, -5.2, 0
CCn1ncc(C(=O)Nc2ccccc2C)c1C
  -1, -0.4, -1, 25, -4, 13, 3, 5, -2.4, -2
O=C(CNCc1ccccn1)Nc1cc(C(F)(F)F)ccc1N1CCOCC1
  -3, -1.0, 0, -11, 3, -3, -4, 4, 0.5, 1
COc1ccc(-c2csc(NC(=O)CSc3n[nH]c(N)n3)n2)cc1
  -4, -2.5, -1, -6, 9, 7, -3, 2, -1.6, 0
COCCCn1c(CCC(=O)O)ccc1-c1ccc(F)cc1
  -3, 1.6, -4, 5, -12, 9, 3, 1, -2.0, -2

More structures
SMILES | Keap1-Nrf2 PPI | C-LANA FP | CAL PDZ FP | HTR5A inv ctr | Cardiac RTF inh | OPRM1-OPRD1 inv | V-ATPase pH | HTR5A ag ctr | OPRM1-OPRD1 ag | RTF Ca sens act
COC(=O)C(C)N1C(=O)S/C(=C/c2cc(C)n(C(C)C)c2C)C1=O (stereo not drawn) | -4 | -0.6 | -2 | -5 | 8 | 18 | 0 | -3 | -2.9 | -3
COC(=O)c1ccc2c(C)c(C(C)(C)O)[nH]c2c1 | 0 | 1.2 | -1 | 17 | -6 | -13 | 4 | 1 | 2.4 | 7
Cc1cc(=O)[nH]c(SCC(=O)Nc2ccc(S(N)(=O)=O)cc2)n1 | -5 | 1.2 | 1 | -17 | -13 | 1 | -3 | 3 | -0.2 | 0
Cc1ccc(C)n1-c1ccc(N2CCOCC2)c(Br)c1 | -2 | -1.6 | . | 6 | -13 | -1 | -1 | -5 | 0.2 | -1
Cc1ccc(C(=O)O)cc1NC(=O)c1cccs1 | 0 | 0.0 | 4 | -5 | -6 | 7 | -1 | -1 | -1.4 | 2
O=C(Nc1cccc2ncccc12)C(c1ccccc1)c1ccccc1 | -6 | 0.5 | -2 | 20 | -4 | 7 | -3 | -8 | -1.3 | 0
CC(C(=O)Nc1ccc2c(c1)OCO2)n1cnc2c1c(=O)n(C)c(=O)n2C (stereo not drawn) | -1 | 0.9 | 3 | . | 6 | . | -2 | . | . | -3
Cc1ccc(S(=O)(=O)N2CCC(C(=O)OCC(=O)NC3(C#N)CCCCC3)CC2)cc1C | 2 | -0.1 | -1 | 3 | -14 | 3 | -5 | 0 | -0.5 | -3
COC(=O)c1nc2n(n1)C(c1ccc(OC)c(OC)c1)C(C(=O)OC1CCCCC1)=C(C)N2 (stereo not drawn) | -1 | 0.0 | -4 | 0 | -3 | 20 | 7 | 0 | -3.9 | -3
COc1cccc(NC(=O)NC2CCN(CC(=O)Nc3ccccc3[N+](=O)[O-])CC2)c1 | -2 | 1.3 | 2 | -18 | 2 | -11 | -3 | 7 | 1.4 | -8

Screening data: PubChem, several laboratories
